Screening data: PubChem, National Center for Advancing Translational Sciences (NCATS)
G9a inh = G9a (human) methyltransferase inhibition; G9a H3K9 monomethylation, AlphaScreen, 2 h; Potency, µM (doses to about 102 µM), for inactives: top-dose activity, negative = inhibition, usual class: inhibitors; hit rate 8.8% among 350,000; AID 504332; further: potency means the concentration at half of the fitted maximal effect; on the % scale 0 is the no-effect control and ±100 the full control effect; nearly all actives have a fitted effect of over 75% in size
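Quantitative HTS format: methyltransferase activity on a biotin-tagged H3K9 peptide is measured by AlphaScreen, using a rabbit anti-monomethyl-H3K9 antibody with streptavidin donor and anti-IgG acceptor beads. Final levels are 20 nM enzyme, 500 nM peptide, 20 uM SAM; 2 h RT.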
JMJD2A Tudor = inhibitors of human JMJD2A Tudor domain; hit rate 4.4% among 390,000; AlphaScreen JMJD2A-Tudor / H3K4me3 peptide binding; O75164; Potency, µM (series often up to 114 µM), for the others: at the highest dose activity change, negative = inhibition, hits mostly inhibitors; AID 504339; further: potency means the concentration at half of the fitted maximal effect; on the % scale 0 is the no-effect control and ±100 the full control effect; nearly all actives have a fitted effect of over 50% in size
PI4K2A block = PI4K2A (human) kinase inhibition | Q9BTU6 | purified PI4K2A, ADP-Glo luminescence, 1 h; hits give low values | activity change, negative = inhibition, % at 76.9 µM | hit rate 0.13% among 420,000; in the data active means activity change below about -50%; inconclusive means mostly about -30% to -49%;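 further: -100% = wells without enzyme as full effect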
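Compounds are screened against recombinant PI4K2A using PI as substrate and ATP, the latter dispensed at 300 microM. Reactions run one hour at ambient temperature before ADP-Glo detection; full inhibition defined by wells lacking enzyme.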
BAZ2B block = blocks human BAZ2B | Q9UIF8 | AlphaScreen BAZ2B-H3K14Ac peptide displacement | Potency, µM (doses to about 114 µM), inactives show at the top dose activity change, negative = inhibition, most hits filed as inhibitors | hit rate 4.4% among 360,000 | AID 504333; further: potency means the concentration at half of the fitted maximal effect; on the % scale 0 is the no-effect control and ±100 the full control effect; nearly all actives have a fitted effect of over 60% in size
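Inhibition is scored as reduced AlphaScreen emission. The BAZ2B/b-H3(5-23)K14Ac complex (50 nM each) in PBS pH 7.4, 0.01% Tween-20 meets compound (up to 110 uM) for 30 min at RT before bead addition.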
GLS inhibitor = glutaminase GLS (human) inhibition; O94925; GLS enzymatic activity, qHTS titration; Potency, µM (titrated, usually from 45.5 µM), for the others: top-dose activity change, negative = inhibition, hits mostly inhibitors; hit rate 0.21% among 410,000; AID 624170; further: potency means the concentration at half of the fitted maximal effect; on the % scale 0 is the no-effect control and ±100 the full control effect
Target sequence (O94925 whole entry, looked up): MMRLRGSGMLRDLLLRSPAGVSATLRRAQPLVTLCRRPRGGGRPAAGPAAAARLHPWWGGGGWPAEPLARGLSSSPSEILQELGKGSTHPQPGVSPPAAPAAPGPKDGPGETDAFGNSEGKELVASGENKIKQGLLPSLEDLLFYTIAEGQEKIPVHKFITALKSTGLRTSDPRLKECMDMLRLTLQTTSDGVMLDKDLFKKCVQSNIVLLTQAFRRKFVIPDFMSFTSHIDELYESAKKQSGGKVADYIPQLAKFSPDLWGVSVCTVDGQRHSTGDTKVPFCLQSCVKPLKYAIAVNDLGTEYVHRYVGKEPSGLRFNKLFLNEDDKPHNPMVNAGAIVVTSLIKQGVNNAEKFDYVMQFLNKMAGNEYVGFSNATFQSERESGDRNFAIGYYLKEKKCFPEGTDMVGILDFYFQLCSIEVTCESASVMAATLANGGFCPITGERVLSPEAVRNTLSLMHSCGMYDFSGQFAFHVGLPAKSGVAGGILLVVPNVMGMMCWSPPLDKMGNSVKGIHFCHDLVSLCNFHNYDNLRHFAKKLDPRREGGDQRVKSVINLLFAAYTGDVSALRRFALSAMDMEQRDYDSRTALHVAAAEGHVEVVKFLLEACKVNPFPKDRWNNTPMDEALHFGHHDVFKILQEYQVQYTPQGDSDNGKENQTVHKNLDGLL
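Read-out is an Amplex red fluorescence increase coupled through glutamate oxidase and HRP, measured before and after 30 min room-temperature incubation. hKGA is in 45 mM KH2PO4 (pH 8.2) with 0.02% Tween-20; glutamine added as 1mM solution.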
HP1b chromo inh = HP1-beta chromodomain-methylated histone interaction inhibition | P83916 | AlphaScreen HP1-beta / biotin-H3K9me3 peptide binding | Potency, µM (doses to about 114 µM), without a hit: at the top dose activity change, negative = inhibition, usual class: inhibitors | hit rate 0.56% among 390,000; further: potency means the concentration at half of the fitted maximal effect; nearly all actives have a fitted effect of over 70% in size; inactives centre near 23
Target sequence (P83916 whole entry, looked up): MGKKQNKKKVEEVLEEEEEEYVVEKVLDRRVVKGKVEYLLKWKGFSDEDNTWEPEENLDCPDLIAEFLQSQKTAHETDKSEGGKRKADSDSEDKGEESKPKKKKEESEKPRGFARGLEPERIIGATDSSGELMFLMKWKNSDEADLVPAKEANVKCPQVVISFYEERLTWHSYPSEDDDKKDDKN
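HP1-beta protein (50 nM final) preincubated 30 min at room temperature with biotinylated H3(1-18)K9me3 peptide (50 nM) in PBS pH 7.4, 0.01% Tween-20, then compound added for 30 min. AlphaScreen streptavidin donor/nickel chelate acceptor beads (10 ug/mL final), 30 min dark, luminescence read.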
Pol eta inh = DNA polymerase eta (human) inhibition; Q9Y253; recombinant Pol eta, fluorescent DNA replication assay; Potency, µM (series often up to 114 µM), for inactives: at the top dose activity change, negative = inhibition, actives largely listed as inhibitors; hit rate 1.2% among 390,000; AID 588591; further: potency means the concentration at half of the fitted maximal effect; on the % scale 0 is the no-effect control and ±100 the full control effect
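Fluorescent replication assay: 50 nM final substrate added after a 15 min room-temperature compound preincubation with 10 nM enzyme. Signal taken at 0 min and again at 10 min.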
Pin1 inh = inhibitors of human Pin1 | Pin1 FP peptide displacement, HiFluor488, 10 min | hit rate 0.009% among 390,000 | Q13526 | AID 504891 | Potency, µM (doses to about 115 µM), for the others: at the highest dose activity, negative = inhibition, hits mostly inhibitors; active means well fitted inhibition curve with a large enough effect in the polarisation, with a control signal flat, not every such curve was filed as active; inconclusive means small, poorly fitted or top-dose-only effect, or effect the other way, or a change in a side signal; inactive means no such curve, though single readings can be large or run the other way; the % refers to the polarisation; further: potency means the concentration at half of the fitted maximal effect; on the % scale 0 is the no-effect control and ±100 the full control effect
Target sequence (Q13526 whole entry, looked up): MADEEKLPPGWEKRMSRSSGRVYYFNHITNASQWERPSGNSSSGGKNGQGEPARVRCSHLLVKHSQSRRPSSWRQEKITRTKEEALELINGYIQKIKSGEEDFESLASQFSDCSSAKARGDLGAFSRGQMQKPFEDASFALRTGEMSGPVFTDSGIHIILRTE
PGK inhibitor = T. brucei PGK inhibition. PGK/GAPDH coupled, Kinase-Glo luminescence, 60 min. Potency, µM (titrated, usually from 57.5 µM), for inactives: top-dose activity change, negative = inhibition, hits mostly inhibitors. hit rate 0.043% among 380,000; further: potency means the concentration at half of the fitted maximal effect; on the % scale 0 is the no-effect control and ±100 the full control effect; nearly all actives have a fitted effect of over 60% in size
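Recombinant glycosomal PGK reaction used 1,3-bisphosphoglycerate generated in-well by GAPDH (100nM final) in 100mM TEA pH 7.6, 5mM MgCl2, 0.01% Tween-20. After 60 minutes at room temperature, ATP was read by Kinase-Glo Plus luminescence end-point.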
* marks the source's active call; other numbers are inactive results; i = inactive; ? = inconclusive; . = no result given; & = joins results of further samples; [ ] = remark or other dose. Unless noted, the call rests on the fitted dose curve; in most records, active means well fitted curve in the direction sought with a large enough effect; inconclusive means small, poorly fitted or top-dose-only effect, or another doubt; inactive means no such curve, though single readings can be large; an effect the other way counts as inactive or inconclusive.

nr	Structure	G9a inh	PGK inhibitor	HP1b chromo inh	JMJD2A Tudor	Pin1 inh	GLS inhibitor	BAZ2B block	PI4K2A block	Pol eta inh
1	CN1c2ccccc2-c2nc3ccccc3n2C1c1ccccn1 (stereo not given)	50µM*	-2%	61%	-24%	-3%	3%	?	2	-9%
2	CCOc1ccc(NC(=O)c2cc3sc(Cl)cc3n2CC)cc1	-1%[59 µM]	11%	41%[activator]	7%	0%	-16%	5%	-4	-7%
3	Cc1c(NC(=O)C2CCCN(S(=O)(=O)c3cnc[nH]3)C2)c(=O)n(-c2ccccc2)n1C (stereo not given)	-1%	-6%	53%[activator]	-5%	-2%	-1%	11%	-1	-8%
4	COc1ccc(CCNc2ccncn2)cc1	?	i	89%[activator]	-16%	3%	4%	-20%[57.1 µM]	-2	-10%
5	CCS(=O)(=O)N1CCC(C(=O)NC2CCCCCCC2)CC1	-2%[59 µM]	i	32%	-5%	-1%	2%	0%	5	-4%
6	C=CCn1c(COc2ccccc2)nnc1SCC(=O)N/N=C/c1cc(Cl)ccc1O	24%[59 µM]	-5%	23%	-23%	-3%	6%	6%	10	-9%
7	Cc1ccc2c(CC(=O)Nc3c(C(=O)c4ccc(F)cc4)oc4ccccc34)coc2c1C	10%[59 µM]	5%	59%[activator]	-7%	4%	-2%	4%	3	19%
8	Cc1ccc(S(=O)(=O)CC(=O)Nc2ccc(F)c(F)c2F)cc1	.	-1%	40%[activator]	-4%	-3%	6%	2%	1	-18%
9	COc1cc(OC)c(OC)cc1/C=N/NC(=O)c1cnccn1	25%	-1%	18%	?	-1%	0%	-14%	6	-9%
10	CCCC(=O)NC(Nc1ccc(S(=O)(=O)Nc2ncccn2)cc1)(C(=O)OCC)C(F)(F)F (stereo not given)	24%[2.33 µM]	2%	30%	-6%	-2%	2%	4%	7	-4%
11	CCCCn1c(N)c(N(CC(C)C)C(=O)CCC2CCCCC2)c(=O)[nH]c1=O	23%	-4%	-1%	-17%	1%	6%	13%	5	-1%
12	Cc1nc2ccc(NC(=O)/C=C/C(=O)O)cc2nc1C	-31%	3%	7%	-14%[57.1 µM]	5%	0%	1%	0	-13%
13	CCCCCC1CC(=O)N(Cc2ccccc2)C(=O)N1 (stereo not given)	15%[2.33 µM]	-8%	32%	-3%	-1%	-1%	-19%	-6	-12%
14	CSc1ncccc1C(=O)N1CCN(S(=O)(=O)c2ccc(F)cc2)CC1	5%	-3%	14%	0%	-8%	9%	5%	-1	5%
15	CC(C)OC(=O)CSc1nnc(-c2cccnc2)n1N	?	-8%	16%	1%	-6%	-8%	6%	2	-21%
16	Cc1cc2ccccn2c1C(=O)c1cccc([N+](=O)[O-])c1	40µM*	-4%	?	-18%	-5%	-3%	?	-7	-11%
17	CC(C)(O)P(C)(=O)c1ccccc1 (stereo not given)	17%	-7%	14%	-19%	2%	-2%	0%	8	5%
18	O=c1cnnc(N/N=C/c2ccc3c(c2)OCO3)[nH]1	45µM*	i	20%	-6%[11.4 µM]	2%	12%	-27%	0	-18%
19	CC(=O)Nc1ccc(S(=O)(=O)Nc2nc3ccccc3nc2Cl)cc1	-9%	-9%	50%	-12%	-4%	2%	-10%	-5	2%
20	COc1cc([N+](=O)[O-])ccc1NC(=O)C[n+]1ccccc1C	-28%	0%	55%[activator]	-12%	5%	-10%	-31%	3	?
21	C=CCNC(=O)c1c(-c2c(F)cccc2Cl)noc1C	5%[59 µM]	i	24%	-11%	-3%	1%	7%	0	-8%
22	Cc1nnc(NC(=O)C(C)Sc2nnc(-c3ccco3)n2C)s1 (stereo not given)	10%[59 µM]	-7%	-7%	-15%	?	5%	2%	0	0%
23	CCN(CC)C(=O)n1nc(C)c(CN2C(=O)c3ccccc3C2=O)c1C	.	8%	32%[activator]	-11%	-6%	0%	.	3	-2%
24	CCOC(=O)c1cnn(CC2CCCCC2)c1N	7%	-2%	28%	-2%	-1%	-2%	9%	1	-16%
25	CC(=O)Oc1ccc2c(=O)c(-c3ccccc3)c(C)oc2c1	-1%	i	51%[activator]	3%	0%	-2%	-15%	2	-10%
26	CCOC(=O)C(CC)n1nnc2sc(-c3ccccc3)cc2c1=O (stereo not given)	61%[activator][59 µM]	.	72%[activator]	20%	41%[activator]	-1%	1%	0	.
27	CCCCOc1ccc(C(=O)NCC(=O)NCC(c2ccco2)N2CCCCC2)cc1 (stereo not given)	22%[0.501 µM]	-1%	18%	-20%	0%	0%	7%	7	-18%
28	CCCCN(CC)Cc1ccc(CNS(=O)(=O)c2cc3c(cc2Cl)NC(=O)CO3)o1	4%[59 µM]	-6%	13%[57 µM]	-12%	-19%	-14%	-2%	1	2%
29	CCOc1ccc2[nH]c(=O)c(C(c3nnnn3Cc3ccco3)N3CCC(C)CC3)cc2c1 (stereo not given)	?	-3%	40%[activator]	-24%	12%	-2%	-35%	2	-19%
30	CC1(c2ccc(OC(F)F)cc2)NC(=O)N(CC(=O)Nc2ccccc2)C1=O (stereo not given)	21%	0%	10%	9%	-1%	-10%	-10%	-2	-20%

Next section
nr	Structure	G9a inh	PGK inhibitor	HP1b chromo inh	JMJD2A Tudor	Pin1 inh	GLS inhibitor	BAZ2B block	PI4K2A block	Pol eta inh
31	COc1ccc(OC)c(S(=O)(=O)NCC(c2ccco2)N2CCc3ccccc32)c1 (stereo not given)	50µM*	1%	-34%	?	-1%	26%	?	4	-9%
32	CN(C)C(=O)Cn1c(=O)n(C)c2ccccc21	16%	-4%	9%	-16%	3%	-4%	5%	4	-4%
33	Cc1cccc(N2Cc3ccccc3C2=NC(=O)c2ccc(Cl)nc2)c1	11µM*	5%	19%	-18%	23%	13%	-2%	-8	-8%
34	CCCCn1c(N)c(N(CCOC)C(=O)c2ccc(N3CCCC3)c([N+](=O)[O-])c2)c(=O)[nH]c1=O	?	-5%	9%	-11%	0%	-4%	-38%	1	-5%
35	Cc1c(C(=O)Nc2ccc(F)cc2)nnn1-c1cccc(C(F)(F)F)c1	7%	9%	28%	10%	0%	-4%	-6%	6	-18%
36	COc1ccc(N2CCN(c3oc(COc4ccc(Cl)cc4Cl)nc3C#N)CC2)cc1	?	-3%	?	-33%	1%	14%	?	2	-5%
37	CC(=O)N1CCc2cc(S(=O)(=O)NCCC(=O)NC3CCCCCC3)ccc21	4%	6%	50%[activator]	-3%	7%	-1%	-3%	-1	-13%
38	Cn1c(=O)c2c(nc(N/N=C/c3ccc(OC(=O)c4ccco4)cc3)n2Cc2ccccc2Cl)n(C)c1=O	4%	i	27%	-7%	11%	-17%	-9%	-3	-9%
39	O=C(N/N=C1/CC2C=CCC12)c1ccco1 (stereo not given)	-7%[59 µM]	i	9%	50µM*	-11%	?	-28%	1	-15%
40	O=C(c1ccc(-c2cccc(C(F)(F)F)c2)o1)N1CCN(c2ccccc2O)CC1	?	-3%	-8%	?	1%	-4%	-38%	1	-11%
41	O=C(Nc1cc(Cl)ccc1O)c1cc2n(n1)C(C(F)(F)F)CC(c1ccc3c(c1)OCO3)N2 (stereo not given)	-8%[59 µM]	-9%	22%	-8%	-3%	0%	5%	0	-16%
42	CCc1nc2ccc(C(=O)NCCc3ccccc3OC)cc2nc1CC	3%	1%	68%&14%[activator]	-4%&-3%	-1%&-2%	?	-12%[57.1 µM]	8&-2	-12%&-8%
43	COc1ccc(C2Nc3ccccc3C(=O)N2c2ccc(C)cc2)cc1Cn1cc([N+](=O)[O-])cn1 (stereo not given)	3%[12.7 µM]	-3%	0%	-16%	0%	8%	-11%	8	-3%
44	O=C(O)c1ccccc1NS(=O)(=O)c1ccc2c3c(cccc13)C(=O)N2	8%[12.7 µM]	-4%	5%	-25%	1%	?	-7%	1	3%
45	CCCCn1c(NCCN(C)C)nc2c1c(=O)[nH]c(=O)n2C	6%[2.33 µM]	11%	12%	-7%	0%	7%	13%	6	-4%
46	COc1ccccc1N1CCN(CC(=O)Nc2cc(C)nn2-c2nc(C)cc(C)n2)CC1	.	-12%	43%[activator]	-11%	6%	14%	.	-3	-12%
47	O=C(NC(C(=O)c1ccccc1)N1CCOCC1)c1ccccc1 (stereo not given)	?	-10%	48%[activator]	0%	3%	0%	6%	2	-13%
48	COc1ccccc1CN1CC(C(=O)N2CCC(C(=O)c3ccccc3)CC2)CCC1=O (stereo not given)	20%	-4%	48%[activator]	21%	-8%	-3%	-16%	5	-19%
49	COc1cccc(C2CC(c3cccc(OC)c3)n3nc(N)nc3N2)c1 (stereo not given)	-8%[59 µM]	-7%	-4%	-31%	-10%	20%	-1%	-1	-16%
50	CCOC(=O)c1ccc(NC(=O)Nc2c[nH]c(=O)[nH]c2=O)cc1	-24%[59 µM]	0%	58%[activator]	-19%	?	3%	-7%	-2	-11%
51	Cc1cccc(NCc2nnc(-c3ccccc3)o2)c1C	5%	4%	-13%	79µM*	-8%	-2%	-7%	-11	-6%
52	CC(C)C[C@@H](CNCC(=O)[C@H](CC(=O)O)NC(=O)c1[nH]cnc1C(=O)N[C@H](CN)CC(C)C)NC(=O)c1nc[nH]c1C(=O)N[C@@H](Cc1ccccc1)C(=O)O	.	-9%	-14%	50µM*	?	?	.	-4	?

Gathered by group: the compounds so far containing two or more sulfur atoms
nr	Structure	G9a inh	PGK inhibitor	HP1b chromo inh	JMJD2A Tudor	Pin1 inh	GLS inhibitor	BAZ2B block	PI4K2A block	Pol eta inh
14	CSc1ncccc1C(=O)N1CCN(S(=O)(=O)c2ccc(F)cc2)CC1	5%	-3%	14%	0%	-8%	9%	5%	-1	5%
22	Cc1nnc(NC(=O)C(C)Sc2nnc(-c3ccco3)n2C)s1 (stereo not given)	10%[59 µM]	-7%	-7%	-15%	?	5%	2%	0	0%

An excerpt; count on the stated rates, not on these rows.
